TGFb SMAD3 inh – inhibitors of TGF-b signaling | 410,000 tested, 1.2% active | HepG2 CAGA-GFP TGF-b/SMAD3 reporter, GFP fluorescence, 18 h; TGF-beta stimulated, 500 pg/mL final | Potency, µM (series often up to 46.1 µM), for the others: at the top dose activity, negative = inhibition, most hits filed as inhibitors; further: potency means the concentration at half of the fitted maximal effect; on the % scale 0 is the no-effect control and ±100 the full control effect; nearly all actives have a fitted effect of over 65% in size
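GFP signal (ex488/em500-530) from TGF-beta-stimulated HEPG2 CAGA-GFP cells, 500 pg/mL final, 18 h at 37 degrees C in DMEM plus 1% FBS, normalized to unstimulated and DMSO-stimulated controls.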
EPAC2 antagonist – EPAC2 (human) antagonism; EPAC2 GEF exchange of Rap1B-BODIPY-GDP, fluorescence; Potency, µM (series often up to 114 µM), inactives show at the highest dose activity, negative = inhibition, most hits filed as inhibitors; 360,000 tested, 0.18% active; further: potency means the concentration at half of the fitted maximal effect; on the % scale 0 is the no-effect control and ±100 the full control effect; nearly all actives have a fitted effect of over 45% in size; many of its hits are not listed in these tables
Target sequence (Q8WZA2 whole entry, looked up): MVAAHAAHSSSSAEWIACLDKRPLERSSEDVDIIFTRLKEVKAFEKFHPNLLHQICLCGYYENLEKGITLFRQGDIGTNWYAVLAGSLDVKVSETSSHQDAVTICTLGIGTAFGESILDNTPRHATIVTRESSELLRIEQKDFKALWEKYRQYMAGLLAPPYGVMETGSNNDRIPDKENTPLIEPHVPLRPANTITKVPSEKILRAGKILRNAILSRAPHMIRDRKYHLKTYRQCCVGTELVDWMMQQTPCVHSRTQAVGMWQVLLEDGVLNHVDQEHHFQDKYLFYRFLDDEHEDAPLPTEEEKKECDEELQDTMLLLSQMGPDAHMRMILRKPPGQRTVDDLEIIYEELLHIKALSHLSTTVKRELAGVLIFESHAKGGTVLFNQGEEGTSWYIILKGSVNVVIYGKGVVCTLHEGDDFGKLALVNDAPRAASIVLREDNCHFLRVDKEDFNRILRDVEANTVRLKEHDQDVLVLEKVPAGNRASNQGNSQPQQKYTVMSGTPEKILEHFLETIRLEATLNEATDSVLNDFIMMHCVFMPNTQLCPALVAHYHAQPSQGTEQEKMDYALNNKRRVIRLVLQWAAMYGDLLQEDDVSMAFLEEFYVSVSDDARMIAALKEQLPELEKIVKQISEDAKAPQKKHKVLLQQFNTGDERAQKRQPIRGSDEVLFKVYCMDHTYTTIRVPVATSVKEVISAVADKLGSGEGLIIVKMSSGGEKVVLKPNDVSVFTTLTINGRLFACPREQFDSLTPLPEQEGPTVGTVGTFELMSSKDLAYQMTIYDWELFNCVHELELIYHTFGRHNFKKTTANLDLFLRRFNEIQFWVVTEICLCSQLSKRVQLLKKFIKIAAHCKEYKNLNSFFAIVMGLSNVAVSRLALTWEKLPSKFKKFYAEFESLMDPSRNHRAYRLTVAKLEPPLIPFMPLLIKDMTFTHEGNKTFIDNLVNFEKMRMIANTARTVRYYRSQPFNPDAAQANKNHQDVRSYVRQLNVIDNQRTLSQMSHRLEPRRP
A549 viability – kills or reduces viability of A549 cells in Nrf2 counter-screen. A549 ARE-Fluc cells, CellTiter-Fluor viability, 18-24 h. Potency, µM (titrated, usually from 46 µM), for the others: at the highest dose activity change, negative = cytotoxicity, actives largely listed as inhibitors. 390,000 tested, 0.16% active. AID 504648; further: potency means the concentration at half of the fitted maximal effect; on the % scale 0 is the no-effect control and ±100 the full control effect
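A549 ARE-Fluc cells in 5% FBS OPTI-MEM, 5000 cells/well, rested 2 h then exposed to compounds in concentration-response for 18-24 h at 37 °C. Viability by CellTiter-Fluor fluorescence (Ex 405/Em 525) after 30 min; luciferase luminescence (BugLite, 15 min, RT) read afterwards.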
Nrf2 ARE act – activates Nrf2 signaling | AREc32 ARE-luciferase reporter (MCF7-derived line), luminescence, 24 h | 410,000 tested, 0.31% active | Potency, µM (top dose mostly 46.1 µM), inactives show at the highest dose activation, hits mostly activators; further: potency means the concentration at half of the fitted maximal effect; % of control where 0% means no effect; nearly all actives have a fitted effect of over 65% in size
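For detection, Steady-Glo was added and plates sat 30 min at RT; before that, AREc32_Fluc cells grown overnight in OPTI-MEM/5% FBS had been treated with 23 nL compound for 24 hr at 37 deg C.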
Akt phos inh – blocks phosphorylation of Akt; Neuro2A IGF-stimulated pAkt S473 HTRF, 20 min; active compounds read low; activity change, % for hits at 50 µM; AID 651550; 360,000 tested, 0.32% active; in the data active means activity change below about -80%; inconclusive means mostly about -51% to -80%; further: on the % scale 0 is the no-effect control and ±100 the full control effect
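Neuro2A cells (4,500/well, DMEM with 0.5% FBS) were treated with compound at a single 50 µM final concentration, stimulated with 6 nM IGF for 20 min at 37 °C, and lysed. Phospho-Akt Ser473 was read by HTRF as 665/615 ratio ×10^4.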
CCT modulator – cytosolic chaperonin activity modulation; activity change, % (concentration not given with the values), hits read low; AID 651819; purified chaperonin ATPase assay, HTRF ADP detection, 30 min; 360,000 tested, 0.3% active; in the data active means activity change below about -30%; further: on the % scale 0 is the no-effect control and ±100 the full control effect
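TRiC at 40 or 20 nM final (batch-dependent) in 30 mM Tris pH 7.4, 100 mM KCl, 5 mM MgCl2, 1 mM DTT, with compound at single 76 uM and 10 uM ATP, 30 min at 37 deg C. ADP detected by HTRF Transcreener, 665/615 ratio.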
EPAC2 agonist – agonists of human EPAC2 (RAPGEF4). AID 720711. Potency, µM (series often up to 154 µM), inactives show top-dose activation, most hits filed as activators. 360,000 tested, 0.079% active. EPAC2 activation, biochemical qHTS; response scale: 100% = 6.5 mM cAMP response; further: potency means the concentration at half of the fitted maximal effect; nearly all actives have a fitted effect of over 50% in size
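In this primary screen, activation is scored as increased exchange of BODIPY-GDP from Rap1B by 100 nM EPAC2, with 50 uM GDP as competitor. Signal is normalized to the 6.5 mM cAMP agonist control.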
Nrf2 inh – blocks Nrf2 signaling | A549 ARE-Fluc reporter, luciferase luminescence, 18-24 h | Potency, µM (top dose mostly 46 µM), for the others: top-dose activity change, negative = inhibition, actives largely listed as inhibitors | 360,000 tested, 2.1% active | AID 504444; further: potency means the concentration at half of the fitted maximal effect; on the % scale 0 is the no-effect control and ±100 the full control effect; nearly all actives have a fitted effect of over 60% in size
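Two sequential reads on A549 ARE_Fluc cells exposed to compound for 18-24 h: a CellTiter-Fluor fluorescence read for viability, then a luciferase luminescence read for Nrf2/ARE activity.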
MmCpn inh – M. maripaludis TRiC chaperonin inhibition; Potency, µM (top dose mostly 76.9 µM), inactives show top-dose activity, negative = inhibition, actives largely listed as inhibitors; purified Mm-Cpn ATPase, ADP Transcreener TR-FRET; 330,000 tested, 0.031% active; further: potency means the concentration at half of the fitted maximal effect; on the % scale 0 is the no-effect control and ±100 the full control effect; nearly all actives have a fitted effect of over 80% in size
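TR-FRET (320 nm excitation; 590 and 665 nm emission) reports ADP made from 10 uM ATP by 25 nM enzyme; compounds were preincubated 10 min, reaction run 30 min, both at 37°C.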
* marks the source's active call; other numbers are inactive results; [ ] = dose if it differs, or a comment. Unless noted, the call rests on the fitted dose curve; in most records, active means well fitted curve in the direction sought with a large enough effect; inconclusive means small, poorly fitted or top-dose-only effect, or another doubt; inactive means no such curve, though single readings can be large; an effect the other way counts as inactive or inconclusive. Only part of the results is shown. The share of hits here may be higher or lower than overall.

Screening O=C(NCC(c1cccs1)N1CCOCC1)c1ccccc1NS(=O)(=O)c1ccc(Cl)cc1 (stereo not drawn) returned TGFb SMAD3 inh inconclusive, EPAC2 antagonist -27%, A549 viability -2%, Nrf2 ARE act 0.7%, Akt phos inh inactive, CCT modulator -2.2, EPAC2 agonist 8%, Nrf2 inh inconclusive and MmCpn inh 2%.
Cc1occc1C(=O)NNC(=S)NCc1ccccc1 was read as TGFb SMAD3 inh -1%, EPAC2 antagonist -8%, A549 viability 6%, Nrf2 ARE act 0.2%, Akt phos inh inactive, CCT modulator 0.9, EPAC2 agonist 5%, Nrf2 inh 19% and MmCpn inh 3%.
Screening CCOC(=O)C(=Cc1ccc(-n2ccnc2)cc1)C(=O)OCC returned TGFb SMAD3 inh inconclusive, EPAC2 antagonist 4%, A549 viability inconclusive, Nrf2 ARE act inconclusive, Akt phos inh inactive, CCT modulator -0.5, EPAC2 agonist 1%, Nrf2 inh inconclusive and MmCpn inh 4%.
`COc1ccccc1NS(=O)(=O)c1cc(NC(=O)c2cccc(S(=O)(=O)N(C)C)c2)ccc1N1CCOCC1` gave TGFb SMAD3 inh -10%, EPAC2 antagonist 8%, A549 viability 9%, Nrf2 ARE act 0.6%, Akt phos inh inactive, CCT modulator -0.1, EPAC2 agonist 6%, Nrf2 inh 8% and MmCpn inh -2%.
CC(=O)n1cc(Nc2ccc([N+](=O)[O-])cc2)c2ccccc21 was read as TGFb SMAD3 inh -1%, EPAC2 antagonist 5%, A549 viability -2%, Nrf2 ARE act 29%, Akt phos inh inactive, CCT modulator -3.0, EPAC2 agonist 9%, Nrf2 inh 10% and MmCpn inh -1%.
O=C(OCC(=O)N1CCCC1)c1cccs1 was read as TGFb SMAD3 inh -12%, EPAC2 antagonist 11%, A549 viability -3%, Nrf2 ARE act 0.0%, Akt phos inh inactive, CCT modulator -0.1, EPAC2 agonist 6%, Nrf2 inh inconclusive and MmCpn inh 1%.
COc1ccc(-c2cc(C(=O)N3CCCCCC3)c3cc(C)ccc3n2)cc1 was read as TGFb SMAD3 inh -11%, EPAC2 antagonist -25%, A549 viability -1%, Nrf2 ARE act 2.7%, Akt phos inh inactive, CCT modulator -6.9, EPAC2 agonist 8%, Nrf2 inh 4% and MmCpn inh 2%.
CC1CCN(C(=O)CSc2nc3ncccc3[nH]2)CC1 was read as TGFb SMAD3 inh 11%, EPAC2 antagonist 0%, A549 viability 15%, Nrf2 ARE act 2.8%, Akt phos inh inactive, CCT modulator -1.6, EPAC2 agonist 9%, Nrf2 inh inconclusive and MmCpn inh 0%.
Screening CC(OC(=O)/C=C/c1ccc2ccccc2n1)C(=O)N(C)c1ccccc1 (stereo not drawn) returned TGFb SMAD3 inh -8%, EPAC2 antagonist inconclusive, A549 viability -5%, Nrf2 ARE act 0.2%, Akt phos inh inactive, CCT modulator 0.5, EPAC2 agonist -4%, Nrf2 inh -4% and MmCpn inh -3%.
Screening C=CCn1c(NC(=O)c2ccc(Br)o2)c(C(=O)OCC)sc1=S returned TGFb SMAD3 inh -14%, EPAC2 antagonist 8%, A549 viability 13%[1.84 µM], Nrf2 ARE act -0.3%, Akt phos inh inactive, CCT modulator 1.1, EPAC2 agonist -1%, Nrf2 inh -5% and MmCpn inh 0%.
COc1ccc(/C=C/C(=O)OCC(=O)NCCC2=CCCCC2)cc1OC was read as TGFb SMAD3 inh -28%, EPAC2 antagonist -8%, A549 viability 8%, Nrf2 ARE act 2.4%, Akt phos inh inactive, CCT modulator 0.5, EPAC2 agonist 3%, Nrf2 inh 2% and MmCpn inh -2%.
For CCOC(=O)C1(C)CCCN(C(=O)c2cc(C#N)cs2)C1 (stereo not drawn) the results were TGFb SMAD3 inh 11%, EPAC2 antagonist -4%, Nrf2 ARE act -0.4%[9.22 µM], Akt phos inh inactive, CCT modulator -2.7 and EPAC2 agonist -1%.

In the list so far, these have a halogen.
Screening O=C(NCC(c1cccs1)N1CCOCC1)c1ccccc1NS(=O)(=O)c1ccc(Cl)cc1 (stereo not drawn) returned TGFb SMAD3 inh inconclusive, EPAC2 antagonist -27%, A549 viability -2%, Nrf2 ARE act 0.7%, Akt phos inh inactive, CCT modulator -2.2, EPAC2 agonist 8%, Nrf2 inh inconclusive and MmCpn inh 2%.
Screening C=CCn1c(NC(=O)c2ccc(Br)o2)c(C(=O)OCC)sc1=S returned TGFb SMAD3 inh -14%, EPAC2 antagonist 8%, A549 viability 13%[1.84 µM], Nrf2 ARE act -0.3%, Akt phos inh inactive, CCT modulator 1.1, EPAC2 agonist -1%, Nrf2 inh -5% and MmCpn inh 0%.

Carrying on.
`COc1ccc(/C=N/Nc2cc(C)nc3ccc(OC)cc23)c(OC)c1` gave TGFb SMAD3 inh 10µM*, EPAC2 antagonist 2%, A549 viability inconclusive, Nrf2 ARE act -2.6%, Akt phos inh inactive, CCT modulator -7.7, EPAC2 agonist 8%, Nrf2 inh inconclusive and MmCpn inh -3%.
For CC(C)(C)NC(=O)CSc1ccc(C(C)(C)C)cc1 the results were TGFb SMAD3 inh 11%, EPAC2 antagonist -10%, A549 viability -11%, Nrf2 ARE act 2.0%, Akt phos inh inactive, CCT modulator -1.5, EPAC2 agonist -7%, Nrf2 inh inconclusive and MmCpn inh -1%.
Screening CCOc1ccc(S(=O)(=O)Nc2nc3ccccc3nc2Nc2ccc(OC)cc2)cc1 returned TGFb SMAD3 inh -1%, A549 viability -18%, Nrf2 ARE act 0.1% and Nrf2 inh 26µM*.
`COc1ccc(OC)c(-c2csc(-c3c(N)c(C(=O)c4ccccc4)n4ccccc34)n2)c1` gave TGFb SMAD3 inh 9%, A549 viability 4%, Nrf2 ARE act -0.5% and Nrf2 inh 5%.
For C/C(CCC(=O)O)=N/Nc1ccc([N+](=O)[O-])cc1[N+](=O)[O-] the results were TGFb SMAD3 inh -16%, EPAC2 antagonist 4%, A549 viability inconclusive, Nrf2 ARE act 7.0%, Akt phos inh inactive, CCT modulator -3.6, EPAC2 agonist -3%, Nrf2 inh -22% and MmCpn inh -3%.
Screening Cc1cc(NS(=O)(=O)c2ccc(NC(=S)Nc3ccc(Cl)cc3C)cc2)no1 returned TGFb SMAD3 inh -9%, EPAC2 antagonist -4%, A549 viability -4%, Nrf2 ARE act 0.0%, Akt phos inh inactive, CCT modulator -0.1, EPAC2 agonist 2%, Nrf2 inh -2% and MmCpn inh 0%.
`O=C1CN(S(=O)(=O)c2cccc(Br)c2)CCN1` gave TGFb SMAD3 inh inconclusive, EPAC2 antagonist 5%, A549 viability 2%, Nrf2 ARE act -0.2%, Akt phos inh inactive, CCT modulator -3.1, EPAC2 agonist 6%, Nrf2 inh 1% and MmCpn inh -1%.
CCOC(=O)c1oc2ccccc2c1NC(=O)COc1cccc(OC)c1 was read as TGFb SMAD3 inh 4%, EPAC2 antagonist 7%, A549 viability 1%, Nrf2 ARE act 0.0%, Akt phos inh inactive, CCT modulator 1.1, EPAC2 agonist -8% and MmCpn inh 1%.
`CCCn1c(=O)c2sccc2n2c(CCCC(=O)Nc3ccccc3OCC)nnc12` gave TGFb SMAD3 inh 41%[activator], A549 viability 2%, Nrf2 ARE act 0.1% and Nrf2 inh -1%[9.27 µM].
`CCOC(=O)C1CCCN(c2c(C(=O)c3ccccc3)cnc3ccc(OC)cc23)C1` (stereo not drawn) gave TGFb SMAD3 inh -23%, EPAC2 antagonist inconclusive, A549 viability -6%, Nrf2 ARE act 0.3%, Akt phos inh inactive, CCT modulator -0.1, EPAC2 agonist 11%, Nrf2 inh -1% and MmCpn inh 1%.
For O=C(Oc1ccc(-c2cnc3ccccc3n2)cc1)c1ccc(Br)o1 the results were TGFb SMAD3 inh 2%, EPAC2 antagonist 6%, A549 viability -5%, Nrf2 ARE act 2.7%, Akt phos inh inactive, CCT modulator -1.6, EPAC2 agonist 2%, Nrf2 inh inconclusive and MmCpn inh -5%.
Screening CCOC(=O)c1ccccc1NC(=O)COC(=O)C(CCSC)NC(=O)COc1ccccc1 (stereo not drawn) returned TGFb SMAD3 inh -15%, EPAC2 antagonist inconclusive, A549 viability -1%, Nrf2 ARE act 2.7%, Akt phos inh inactive, CCT modulator -0.7, EPAC2 agonist 4%, Nrf2 inh 11% and MmCpn inh -5%.
Screening CCCCNc1ccc(S(=O)(=O)c2cccc([N+](=O)[O-])c2)cc1[N+](=O)[O-] returned TGFb SMAD3 inh -4%, EPAC2 antagonist 12%, A549 viability -1%, Nrf2 ARE act -0.6%, Akt phos inh inactive, CCT modulator 0.2, EPAC2 agonist -2%, Nrf2 inh 7% and MmCpn inh 0%.
`CCn1c(=N)n(CC(O)c2ccco2)c2ccccc21` (stereo not drawn) gave TGFb SMAD3 inh 15%, EPAC2 antagonist 20%, A549 viability -1%, Nrf2 ARE act 0.0%, Akt phos inh inactive, CCT modulator 2.7, EPAC2 agonist 11%, Nrf2 inh 5% and MmCpn inh -1%.
Screening CCOc1ccc(-c2c(C#N)c(N)nc3sc(C(=O)c4ccccc4)c(N)c23)cc1 returned TGFb SMAD3 inh -25%, EPAC2 antagonist -15%, A549 viability -14%, Nrf2 ARE act -0.6%, Akt phos inh inactive, CCT modulator 1.5, EPAC2 agonist -9%, Nrf2 inh -2% and MmCpn inh -1%.
CC(=O)Oc1cc2oc(=O)c3c(c2cc1Cl)CCC3 was read as TGFb SMAD3 inh -10%, EPAC2 antagonist 6%, A549 viability 1%, Nrf2 ARE act 0.0%, Akt phos inh inactive, CCT modulator -5.4, EPAC2 agonist 7%, Nrf2 inh -21% and MmCpn inh -3%.
For Cc1ccc(CNC(=O)CCSCc2cnn(-c3ccccc3)c2-n2cccc2)cc1 the results were TGFb SMAD3 inh inconclusive, A549 viability -3%, Nrf2 ARE act 3.4% and Nrf2 inh -26%.
